# Assay outcomes from PubChem.
# Pin1 inhibitor: qHTS Assay to Find Inhibitors of Pin1. AID 504891, 2011. Potency, µM (titrated, usually from 115 µM), for inactives: at the highest dose activity, negative = inhibition, most hits filed as inhibitors. hit rate 0.009% among 390,000. Peptidyl-prolyl cis-trans isomerase NIMA-interacting 1 (Homo sapiens), Q13526. Pin1 FP peptide displacement, HiFluor488, 10 min; active = well fitted inhibition curve with a large enough effect in the polarisation, with a control signal flat, not every such curve was filed as active; inconclusive = small, poorly fitted or top-dose-only effect, or effect the other way, or a change in a side signal; inactive = no such curve, though single readings can be large or run the other way; the % refers to the polarisation; note: % is set by controls: 0 for no effect and ±100 for the full control effect
# 12-LOX inh: Primary qHTS assay for inhibitors of human arachidonate 12S-lipoxygenase (ALOX12): Round 2. Polyunsaturated fatty acid lipoxygenase ALOX12 (Homo sapiens), P18054. purified 12hLO, xylenol orange hydroperoxide absorbance. Potency, µM (series often up to 108 µM), for inactives: at the top dose activity change, negative = inhibition, usual class: inhibitors. hit rate 1.1% among 580,000. AID 1671190, 2021; note: % is set by controls: 0 for no effect and ±100 for the full control effect
# Target sequence (P18054 whole entry, looked up): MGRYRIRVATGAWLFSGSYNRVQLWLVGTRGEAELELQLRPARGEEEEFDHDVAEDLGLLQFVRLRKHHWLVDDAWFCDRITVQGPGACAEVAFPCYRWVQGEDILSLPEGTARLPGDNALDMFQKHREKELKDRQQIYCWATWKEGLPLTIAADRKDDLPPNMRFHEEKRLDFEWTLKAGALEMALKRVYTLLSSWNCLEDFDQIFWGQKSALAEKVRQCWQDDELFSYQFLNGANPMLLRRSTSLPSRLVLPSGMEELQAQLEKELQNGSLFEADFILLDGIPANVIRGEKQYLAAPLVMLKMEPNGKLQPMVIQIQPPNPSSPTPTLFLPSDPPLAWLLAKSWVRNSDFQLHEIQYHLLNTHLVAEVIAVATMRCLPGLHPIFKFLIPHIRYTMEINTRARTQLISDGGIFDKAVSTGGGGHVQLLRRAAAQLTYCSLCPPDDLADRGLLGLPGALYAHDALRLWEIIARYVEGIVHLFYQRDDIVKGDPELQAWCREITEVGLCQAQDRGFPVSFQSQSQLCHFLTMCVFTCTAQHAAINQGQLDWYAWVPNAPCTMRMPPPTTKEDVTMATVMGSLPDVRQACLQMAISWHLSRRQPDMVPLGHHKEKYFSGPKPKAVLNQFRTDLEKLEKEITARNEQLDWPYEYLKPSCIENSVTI
#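 Purified human 12hLO at 150 nM in 25 mM Hepes, 0.01% Triton X-100, pH 7.0, preincubated 15 min at room temperature with compound. Reaction started with 40 uM arachidonic acid, 30 min at room temperature. Hydroperoxide measured by Fe-xylenol orange, 573/405 nm absorbance ratio.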
# rTrxR1 inhibitor: qHTS Assay for Inhibitors of Mammalian Selenoprotein Thioredoxin Reductase 1 (TrxR1): qHTS. Thioredoxin reductase 1, cytoplasmic (Rattus norvegicus), O89049. hit rate 1% among 390,000. Potency, µM (titrated, usually from 114 µM), inactives show at the highest dose activity change, negative = inhibition, actives largely listed as inhibitors. recombinant rTrxR1, NADPH fluorescence consumption, selenite substrate; note: % is set by controls: 0 for no effect and ±100 for the full control effect; nearly all actives have a fitted effect of over 65% in size
#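 Rat TrxR1 (90 nM in the dispensed reagent) was pre-reduced with 400 uM NADPH for 5 min at room temperature, then incubated with compound for 15 min. After 400 uM selenite was added, NADPH fluorescence (Ex 340/Em 450 nm) was followed for 8 min.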
# PGK inhibitor: qHTS Assay to Find Inhibitors of Phosphoglycerate Kinase. Phosphoglycerate kinase, glycosomal (Trypanosoma brucei brucei), P07378. PGK/GAPDH coupled, Kinase-Glo luminescence, 60 min. Potency, µM (top dose mostly 57.5 µM), for inactives: top-dose activity change, negative = inhibition, actives largely listed as inhibitors. hit rate 0.043% among 380,000. AID 602233, 2012; note: % is set by controls: 0 for no effect and ±100 for the full control effect; nearly all actives have a fitted effect of over 60% in size
#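 Recombinant glycosomal PGK reaction used 1,3-bisphosphoglycerate generated in-well by GAPDH (100nM final) in 100mM TEA pH 7.6, 5mM MgCl2, 0.01% Tween-20. After 60 minutes at room temperature, ATP was read by Kinase-Glo Plus luminescence end-point.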
# HP1b chromo inh: HTS for Inhibitors of HP1-beta Chromodomain Interactions with Methylated Histone Tails; hit rate 0.56% among 390,000; AlphaScreen HP1-beta / biotin-H3K9me3 peptide binding; Potency, µM (titrated, usually from 114 µM), without a hit: top-dose activity change, negative = inhibition, hits mostly inhibitors; Chromobox protein homolog 1 (Homo sapiens), P83916; note: nearly all actives have a fitted effect of over 70% in size; inactives centre near 23
# Target sequence (P83916 whole entry, looked up): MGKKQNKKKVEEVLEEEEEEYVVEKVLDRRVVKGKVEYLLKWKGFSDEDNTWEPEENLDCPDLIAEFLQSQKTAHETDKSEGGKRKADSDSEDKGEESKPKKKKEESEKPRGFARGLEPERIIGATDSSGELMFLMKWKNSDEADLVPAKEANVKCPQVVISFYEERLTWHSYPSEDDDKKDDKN
#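 AlphaScreen: HP1-beta (50 nM) preformed 30 min with biotin-H3(1-18)K9me3 peptide (50 nM) in PBS pH 7.4, 0.01% Tween-20. Compound added for 30 min at RT, then streptavidin donor/nickel chelate acceptor beads (10 ug/mL) for 30 min.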
# ERG Ets-DNA blk: qHTS for Small Molecule Inhibitors of the ERG Ets/DNA interaction. fluorescence polarization, His-ERG Ets domain / labelled DNA. hit rate 0.028% among 370,000. Potency, µM (doses to about 76.9 µM), inactives show top-dose FP activity, negative = inhibition, most hits filed as inhibitors. AID 624246, 2012. Transcriptional regulator ERG (Homo sapiens), P11308; active = well fitted inhibition curve with a large enough effect in the polarisation, with a control signal flat; inconclusive = small, poorly fitted or top-dose-only effect, or effect the other way, or a change in a side signal; inactive = no such curve, though single readings can be large or run the other way; the % refers to the polarisation;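 note: polarization taken with two DNA probes labelled with fluorescein and Texas red; % of control where 0% means no effect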
#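 His-tagged ERG Ets domain (1 uM in the protein solution; 300mM KCl, 50mM Tris-HCl, 1mM EDTA, 1mM DTT, pH 7.5) received compound, then a probe mix of 5 nM fluorescein-DNA and 100nM Texas-615-DNA. Fluorescence polarization was read for both dyes.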
# JMJD2A Tudor inh: qHTS Assay for Inhibitors of JMJD2A-Tudor Domain; Potency, µM (top dose mostly 114 µM), for inactives: at the highest dose activity change, negative = inhibition, hits mostly inhibitors; AlphaScreen JMJD2A-Tudor / H3K4me3 peptide binding; hit rate 4.4% among 390,000; Lysine-specific demethylase 4A (Homo sapiens), O75164; note: % is set by controls: 0 for no effect and ±100 for the full control effect; nearly all actives have a fitted effect of over 50% in size
# RGS4 inhibitor: Inhibitors of Regulator of G Protein Signaling (RGS) 4: qHTS | AID 504845, 2011 | Transcreener GDP fluorescence polarization, RGS4-accelerated GTP hydrolysis | Potency, µM (series often up to 114 µM), for inactives: at the top dose activity change, negative = inhibition, most hits filed as inhibitors | hit rate 0.039% among 390,000; note: % is set by controls: 0 for no effect and ±100 for the full control effect; nearly all actives have a fitted effect of over 75% in size; some results filed as inactive show a strong effect at the top dose
# Target sequence (P49798 whole entry, looked up): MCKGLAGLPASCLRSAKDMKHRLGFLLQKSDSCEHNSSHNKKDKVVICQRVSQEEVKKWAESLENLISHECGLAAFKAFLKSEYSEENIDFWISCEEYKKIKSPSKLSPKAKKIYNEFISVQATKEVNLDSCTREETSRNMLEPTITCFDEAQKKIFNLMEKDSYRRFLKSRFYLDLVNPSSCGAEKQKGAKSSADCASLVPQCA
#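 MLSMR compounds (23 nl, pin-transferred) preincubated 10 min at room temperature with a 500nM (2x) first reagent, then RGS4 at 900nM (2x) plus Transcreener GDP mix added; fluorescence polarization (620/688 nm) read before and after 90 min at 30 °C.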
# GLS inhibitor: qHTS for Inhibitors of Glutaminase (GLS). AID 624170, 2012. Potency, µM (highest dose often 45.5 µM), without a hit: at the top dose activity change, negative = inhibition, usual class: inhibitors. GLS enzymatic activity, qHTS titration. hit rate 0.21% among 410,000; note: % is set by controls: 0 for no effect and ±100 for the full control effect
#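 Enzyme dispensed in phosphate buffer (45 mM, pH 8.2, 0.02% Tween-20), compounds pinned in, then 1 mM L-glutamine solution and the glutamate oxidase–HRP–Amplex Red mix added; fluorescence read immediately and again after 30 min at room temperature.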
# * marks the source's active call; other numbers are inactive results; i = inactive; ? = inconclusive; . = not tested or not shown; & = joins results of further samples; [ ] = remark or other dose. Unless noted, calls come from the whole dose curve; as a rule, active = well fitted curve in the direction sought with a large enough effect; inconclusive = small, poorly fitted or top-dose-only effect, or another doubt; inactive = no such curve, though single readings can be large; an effect the other way counts as inactive or inconclusive. Potency is the fitted concentration of half-maximal effect.
item	structure	Pin1 inhibitor	12-LOX inh	rTrxR1 inhibitor	PGK inhibitor	HP1b chromo inh	ERG Ets-DNA blk	JMJD2A Tudor inh	RGS4 inhibitor	GLS inhibitor
1	Cc1cccc(NC(=O)C(C)Oc2ccccc2C)n1 (stereo unspecified)	0%	136%[activator]	7%	4%	38%	9%	39%[activator]	4%	?
2	Cc1ccccc1NC(=S)NC(C)CCc1ccccc1 (stereo unspecified)	8%	?	-5%[57.1 µM]	0%	21%	6%	-14%	25%	-3%
3	Cc1cccc(N(C(=O)c2cnc3n(c2=O)CCS3)C2CCCCC2)c1	-12%	21%	14%[57.1 µM]	-3%	5%	-4%	-15%	8%	4%
4	CCOC(=O)C1CCN(Cc2cccc(Oc3ccc(Cl)cc3)c2)CC1	1%	1.4µM*	14%	-6%	-30%	1%	28µM*	-25%	-4%
5	COc1cc(O)c(CCO)c2c1C(=O)C[C@@H](C)O2	3%	-10%	-8%	0%	25%	4%	-7%	17%	-2%
6	Cc1nnc(NN)n(N)c1=O	-2%	?	-19%	-2%	22µM*	10%	32µM*	-31%	23%
7	O=C(COc1ncnc2ccccc12)c1ccc2c(c1)OCCO2	-2%	0%	-15%	1%	10%	-1%	-11%	1%	9%
8	Cc1cc2c(=O)oc(-c3ccc(F)cc3)nc2s1	7%	-2%	14%[57.1 µM]	6%	30%	4%	0%	8%	5%
9	O=C(COC(=O)c1ccccc1O)Nc1ccc(N2CCOCC2)cc1	-8%	-15%	21%	-1%	39%[activator]	5%	-3%	20%	-10%
10	CC1CN(CCc2ccccc2)c2nc3c(c(=O)n(C)c(=O)n3C)n2C1 (stereo unspecified)	-12%	4%	28%	i	73%[activator]	5%	-13%	-1%	2%
11	CC(=O)Nc1ccc(S(=O)(=O)N2CCN(c3cc4c(cc3[N+](=O)[O-])n(C)c(=O)n4C)CC2)cc1	0%	8%	6%	-9%	7%	-7%	-22%	-5%	0%
12	COc1cc(NC(=O)CCC(=O)O)nc(OC)n1	4%	4%	11%	-5%	22%	-7%	-13%	-31%	1%
13	CCOC(=O)C(C)Oc1cccc2c(=O)n(CC(=O)Nc3cccc(OC)c3)ccc12 (stereo unspecified)	0%	-7%	-1%[57.1 µM]	i	29%	0%	-4%	-13%	1%
14	CCN(Cc1ccccc1)c1ccc(N=Nc2nn(C)c(C)c2[N+](=O)[O-])cc1	4%	6%	-16%	-4%	?	-11%	6.3µM*	-27%	-7%
15	COc1ccc(Cl)cc1NC(=S)NNC(=O)C1(C)CC1(Cl)Cl (stereo unspecified)	-3%	-8%	-3%	-6%	-9%	11%	-31%	-23%	12%
16	COc1ccc(N2CC(C(=O)Nc3nc(-c4ccccc4)c(C(C)=O)s3)CC2=O)c(OC)c1 (stereo unspecified)	3%	-6%	11%	-9%	-6%	10%	?	6%	2%
17	CN1CCN(C(=O)c2ccccc2NC(=O)c2cccc(Cl)c2)CC1	-6%	-5%	-7%	-7%	8%	-4%	-15%	5%	2%
18	CC(=O)N1c2ccccc2C(=O)C1N1CCN(c2cccc(C(F)(F)F)c2)CC1 (stereo unspecified)	?	-33%	3%[57.1 µM]	-2%	8%	5%	?	-7%	5%
19	O=C(NCC(c1ccco1)N1CCCC1)c1cc(=O)[nH]c2ccccc12 (stereo unspecified)	-3%	5%	0%	-6%	34%	-5%	-2%	7%	2%
20	COc1ccc(/C(N)=N/OC(=O)c2cccc([N+](=O)[O-])c2)cc1	7%	21%	5%	-5%	30%	5%	1%	2%	0%
21	CCN(CC)CCNC(=O)c1ccc(CS(=O)(=O)c2ccccc2C)o1	0%	0%&-1%	14%	-2%	24%	-10%	-3%	-15%	6%
22	O=c1cc(O)nc(SCc2ccccc2)n1-c1ccc(Cl)cc1	0%	45µM*	1%	4%	20%	12%	-23%	-6%	-3%
23	COc1ccc(Cl)cc1S(=O)(=O)N1CCC(O)(c2ccc(Cl)cc2)CC1	-1%	18%	14%	0%	56%[activator]	-4%	-10%	8%	-1%
24	O=c1c2ccccc2nc2n1C(CSc1ccc(F)cc1)CS2 (stereo unspecified)	-3%	1%	15%	-4%	32%	-5%	-13%	-4%	-3%
25	O=C(COC(=O)C1CC2CCCC(C1)C2=O)NNC(=O)c1ccc([N+](=O)[O-])cc1 (stereo unspecified)	-3%	3%	-10%	-4%	35%	13%	-12%	-9%	1%
26	COc1ccc(-c2cc(=O)oc3cc(OC(C)C(=O)NC4CC4)ccc23)cc1 (stereo unspecified)	-5%	24%	25%	-7%	21%	4%	-22%	-6%	10%
27	COC(=O)c1[nH]c2ccc(C)cc2c1NC(=O)C1=COCCO1	1%	-17%	14%[57.1 µM]	4%	24%	6%	-4%	55%[activator]	17%
28	COc1ccc(NC(=O)CCNC(=O)c2ccco2)c(OC)c1	-3%	11%	-2%	i	8%	21%	-21%	4%	6%
29	Cc1cc(=O)oc(C)c1C(=O)NCCCN1CCN(c2ccccc2F)CC1	-2%	0%	-9%	-1%	20%	-1%	-1%	4%	-11%
30	Cc1nn(-c2ccc(F)cc2)c2nc(N)c(C#N)c(-c3cccs3)c12	49%[activator]	0%	17%[57.1 µM]	1%	153%[activator]	8%	4%	-36%	-6%
31	C=CCOC(=O)/C(=C\c1cccc2ccccc12)NC(=O)c1ccccc1	0%	19%	-19%	-11%	21%	-2%	-7%	-13%	7%
32	O=C1CCN(CCCc2ccccc2)CCN1[C@H](CO)c1ccccc1	0%	-1%	24%[57.1 µM]	i	30%	14%	-4%	14%	-7%
33	Clc1ccc(Nc2ccc(-n3ccnc3)nn2)cc1Cl	-1%	0%	-4%	-9%	14%	7%	?	-8%	2%
34	COc1cccc(CNC(=O)CCCn2c(=O)c3cccn3c3ccc(F)cc32)c1OC	2%	0%	16%	0%	41%[activator]	-2%	-3%	14%	5%
35	CCCCn1c(=N)n(CC(=O)c2ccco2)c2ccccc21	8%	5%	8%	2%	23%	.	-15%	-5%	21%
36	COc1ccccc1NC(=O)CSc1nc(O)cc(=O)[nH]1	-14%	0%	30%	-9%	11%	.	-19%	-39%	21%
37	O=C(c1cc2ccccc2o1)n1nnc2ccccc21	-1%	32%[activator]	4%	-9%	58%[activator]	15%	-6%	-4%	4%
38	COC(=O)Nc1ccc(Cn2cc(C(F)(F)F)ccc2=O)cc1	-2%	-2%	19%[57.1 µM]	-3%	35%[activator]	-7%	-3%	31%	0%
39	COc1ccccc1C(=O)NC(CCSC)C(=O)N1CCC(Cc2ccccc2)CC1 (stereo unspecified)	-13%	?	23%	12%	-9%	3%	?	4%	4%
40	Cc1nccn1CCCNCc1c(C(=O)N2CCCCCCC2)nc2ccc(Cl)cn12	-9%	23%	29%[57.1 µM]	0%	0%	-3%	-29%	?	-4%
41	O=C1Cc2ccccc2C(=O)N1Cc1ccccc1	5%	0%	?	2%	33%	5%	-6%[11.4 µM]	0%[11.4 µM]	1%
42	CCOc1ccc2nc(SCC(=O)c3ccc(C)s3)sc2c1	34%[activator]	-17%	-1%	4%	79%[activator]	?	-2%	-25%	7%
43	COc1ccccc1NC(c1ccc(Cl)cc1)c1nnc(-c2cccc(F)c2)o1 (stereo unspecified)	7%	-8%	15%	1%	20%	0%	-8%	-7%	15%
44	O=C(CNC(=S)N(Cc1ccccc1)Cc1cccnc1)NC1CC1	-2%	-8%	10%	-3%	50%[activator]	9%	12%	-33%	11%
45	O=C(CN(C(=O)c1csnn1)c1ccccc1C(F)(F)F)NCc1ccccc1	-1%	4%	13%	i	-2%	-4%	-14%	10%	-1%
46	COc1cc(OC)cc(N2C(=O)CC(N3CCC(C(=O)N4CCCCC4)CC3)C2=O)c1 (stereo unspecified)	2%	0%	-23%	-13%	4%	4%	-18%	28%	0%
47	CN1CCN(Cn2cc(/C=C/C(=O)c3ccccc3)c3ccccc32)CC1	27%	.	-19%	2%	50%[activator]	5%	3%	-25%	-1%
48	CCOC(=O)c1c(-c2ccc(Cl)cc2)csc1NC(=O)CNCc1ccco1	5%	-1%	21%	-4%	?	-2%	45µM*	23%	1%

# One compound at a time, as listed above. Order of values: Pin1 inhibitor | 12-LOX inh | rTrxR1 inhibitor | PGK inhibitor | HP1b chromo inh | ERG Ets-DNA blk | JMJD2A Tudor inh | RGS4 inhibitor | GLS inhibitor
# CCOc1ccc2nc(SCC(=O)c3ccc(C)s3)sc2c1 is entered as 34%[activator] | -17% | -1% | 4% | 79%[activator] | ? | -2% | -25% | 7%
# COc1cc(OC)cc(N2C(=O)CC(N3CCC(C(=O)N4CCCCC4)CC3)C2=O)c1 (stereo unspecified) is entered as 2% | 0% | -23% | -13% | 4% | 4% | -18% | 28% | 0%

# The list is partial; count on the stated rates, not on these rows.
